JMJD2C inh = human JMJD2C demethylase inhibition | Q9H3R0 | GST-JMJD2C(1-420) H3K9me3 demethylation, DELFIA europium | inhibition, % at 2.35 µM | 330,000 compounds, 0.069% hits;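 active means more than half of a compound's replicate wells show inhibition beyond 50%, single wells judged on their own value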;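 further: signal counts dimethyl H3K9 product captured on neutravidin plate; 0% = median of DMSO wells and 100% = 0.3 times that DMSO median; strong numbers were not always called active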
Target sequence (Q9H3R0 1-420 limits assumed): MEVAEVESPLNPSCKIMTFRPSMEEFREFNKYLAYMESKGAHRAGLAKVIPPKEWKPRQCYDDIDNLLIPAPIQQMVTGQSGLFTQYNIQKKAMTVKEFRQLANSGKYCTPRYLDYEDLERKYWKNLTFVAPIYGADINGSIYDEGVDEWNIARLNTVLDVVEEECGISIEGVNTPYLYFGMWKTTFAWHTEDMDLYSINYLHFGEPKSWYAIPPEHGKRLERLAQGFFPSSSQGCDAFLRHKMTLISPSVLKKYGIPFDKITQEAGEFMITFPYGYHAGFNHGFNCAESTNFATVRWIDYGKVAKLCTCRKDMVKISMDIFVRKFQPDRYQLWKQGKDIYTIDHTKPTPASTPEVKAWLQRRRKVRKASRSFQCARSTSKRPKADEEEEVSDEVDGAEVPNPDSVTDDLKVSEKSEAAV
GRK2 aptamer HTS = inhibitors of human GRK2 displacing RNA aptamer; 330,000 compounds, 0.59% hits; AID 488847; P25098; inhibition of aptamer binding, % at 10 µM; bead flow cytometry, FAM-aptamer displacement from GRK2;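 active means inhibition of aptamer binding above 40%, roughly 3 SD of noise, on plates passing a quality check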;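 further: median bead fluorescence of bound FAM aptamer so fluorescent compounds give negative values; no value below 0 was filed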
Fh CTSL1 inh = cathepsin L1 inhibition, PFM18AAP counter-screen. 300,000 compounds, 0.49% hits. inhibition, % at 5.96 µM. recombinant F. hepatica cathepsin L1, Z-Leu-Arg-MCA fluorescence;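 active means inhibition above the mean of all tested compounds plus 3 SD, set per screening campaign, cut at about 17% in these data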;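 further: 0% = plate median of test compound wells and 100% = 1 µM Z-Phe-Ala-diazomethylketone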
proCasp3 act = activates human procaspase-3 | 330,000 compounds, 0.11% hits | P42574 | activation, % at 8.5 µM | recombinant procaspase-3 D3A, Ac-DEVD-pNA absorbance 405 nm;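 active means activation above the mean of all tested compounds plus 3 SD, cut at about 21% in these data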;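 further: 0% = DMSO alone and 100% = DMSO wells spiked with extra 5 µM PC-3 D3A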
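Assay system – Procaspase-3 D3A mutant, all three cleavage aspartates alanine · Controls – DMSO-only low control, 5 µM PC-3 D3A high control · Schedule – 1 h compound preincubation, 2 h substrate hydrolysis at 25 °C · Signal – 405 nm absorbance of p-nitroaniline, reads at 0 and 120 min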
PP5 inh = inhibitors of human protein phosphatase 5 (PP5). 320,000 compounds, 0.18% hits. purified PP5c, OMFP substrate fluorescence. inhibition, % at 6.7 µM. P53041;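 active means inhibition above the campaign's mean inhibition across all tested compounds plus 3 SD, cut at about 9.5% in these data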;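 further: 0% = DMSO only and 100% = 100 µM cantharidin control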
Target sequence (P53041 whole entry, looked up): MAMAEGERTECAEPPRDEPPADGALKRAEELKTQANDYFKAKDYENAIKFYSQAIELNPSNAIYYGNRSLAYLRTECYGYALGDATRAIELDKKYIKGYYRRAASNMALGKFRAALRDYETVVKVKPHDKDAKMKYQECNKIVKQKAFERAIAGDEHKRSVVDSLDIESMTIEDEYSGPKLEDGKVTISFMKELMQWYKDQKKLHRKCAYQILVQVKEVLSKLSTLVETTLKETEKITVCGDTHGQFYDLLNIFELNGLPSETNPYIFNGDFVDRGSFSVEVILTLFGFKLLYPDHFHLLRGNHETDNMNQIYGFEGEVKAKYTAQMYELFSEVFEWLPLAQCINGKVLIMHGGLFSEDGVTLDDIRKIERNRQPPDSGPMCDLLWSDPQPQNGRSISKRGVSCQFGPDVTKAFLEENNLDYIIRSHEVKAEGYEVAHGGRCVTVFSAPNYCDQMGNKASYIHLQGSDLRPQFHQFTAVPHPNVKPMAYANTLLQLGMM
VLA-4 inh = inhibition in a human VLA-4 binding assay. P13612. VLA-4 expressing cells, ligand binding flow cytometry. inhibition, % (about 7 µM as worked out from the volumes in the protocol). 330,000 compounds, 0.2% hits. AID 2557; in the data active means inhibition above about 50%
core dimer inh = blocks dimerization of HCV core protein; AID 1899; 300,000 compounds, 0.33% hits; TR-FRET GST/Flag-core106 dimerization, 1536-well; inhibition, % at 5 µM;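 active means inhibition above the mean of all tested compounds plus 3 SD, set per screening campaign, cut at about 45% in these data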
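Material: Tagged HCV core106 pair (GST and Flag) | Amount: GST-core106 13.5 nM, Flag-core106 17 nM | Medium: KF-containing HEPES buffer, pH 7.45, DTT, CHAPS, BSA | Reagent: Eu donor and XL665 acceptor anti-tag antibodies | Schedule: 4 h at 22.5 °C | Technique: Time-resolved FRET, ex 340 nm, em 617 and 671 nm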
proCasp7 act = counter-screen: procaspase-7 (human) activation; P55210; recombinant procaspase-7, Ac-DEVD-pNA absorbance 405 nm; D23A/D198A/D206A triple mutant, cannot self-cleave; scale: DMSO 0, 5 µM enzyme 100; activation, % at 8.5 µM; 330,000 compounds, 0.093% hits;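 active means percent activation above the screen-wide mean plus 3 SD, cut at about 25% in these data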
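Assay system – Uncleavable procaspase-7 mutant enzyme · Quantity – 2 µM procaspase-7 mutant as dispensed · Times – 1 h preincubation, 2 h reaction · Dosing – single nominal 8.5 µM compound dose, 0.8% DMSO final · Buffer or medium – Zinc-free 50 mM HEPES buffer, pH 7.4, with NaCl and Triton X-100 · Detection – Epi-absorbance of released pNA at 405 nm, two timepoints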
PP1 counter = blocks human PP1-alpha phosphatase, a PP5 counter-screen | 320,000 compounds, 0.9% hits | inhibition, % at 6.7 µM | purified PP1alpha, OMFP fluorescence;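 active means inhibition above the mean inhibition of all tested compounds plus 3 SD, computed separately for each screening campaign, cut at about 15% in these data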
Starred values were filed as active, the others as inactive; i = inactive; nt = not tested or not shown. Compounds were not picked by outcome; overall some 2.6% were active at least once.

SMILES	JMJD2C inh	GRK2 aptamer HTS	Fh CTSL1 inh	proCasp3 act	PP5 inh	VLA-4 inh	core dimer inh	proCasp7 act	PP1 counter
CC1(C)c2[nH]c3ccccc3c2C[C@H]2C(=O)N(N)CC(=O)N21	-15	0	3	-2	0.2	11	-7	8	-2
COc1cc(N(Cc2ccccc2)Cc2ccccc2)c2ncn(C(C)C)c2c1	1	0	nt	-5	-0.4	1	nt	5	0
COc1ccc(-c2cc(N)n(S(=O)(=O)c3ccc(C)cc3)n2)c(OC)c1	-20	0	-1	13	2.4	39	2	3	-1
COc1cccc(CNC(=O)CCS(=O)(=O)c2ccccc2Cl)c1	9	4	nt	0	-2.5	0	nt	5	-2
CCOc1cc(C2c3c(oc4ccccc4c3=O)C(=O)N2c2nccs2)ccc1O (stereo not given)	57	0	0	-6	-1.4	-3	-1	-6	11
CC(C)(C)OC(=O)N1CCC(NC(=O)c2[nH]cnc2C(=O)Nc2ccon2)CC1	3	0	nt	2	-2.4	2	nt	5	-1
Cc1ccc(OCCN2CCN(c3nc(NCc4ccco4)c4ccccc4n3)CC2)cc1	-2	0	0	-5	6.8	3	-7	-3	12
CCO[C@@H]1OC(C(=O)N2CCOCC2)=C[C@H](c2cn(C(C)=O)c3ccccc23)[C@H]1CCCO	0	1	0	-1	5.2	-6	-8	8	6
Cc1ccc(S(=O)(=O)NCC2CCC(C(=O)NC3CCCCC3)CC2)cc1 (stereo not given)	8	1	1	1	0.4	5	-3	0	0
C=CCc1cccc(C=Nc2c[nH]c(=O)[nH]c2=O)c1O	4	2	-3	6	0.4	9	4	1	-2
Cc1nn(-c2ccccc2)c(N)c1C1(O)C(=O)N(C)c2ccccc21 (stereo not given)	0	3	-2	7	3.4	6	-4	4	0
O=C(COc1ccccc1)Nc1cccc(-c2nn[nH]n2)c1	-18	3	1	6	0.5	-2	-8	-5	1
COc1ccc(COC(=O)CNC(=O)C2CCCCC2)cc1F	-3	0	nt	2	nt	0	nt	13	nt
CC(=O)Nc1ccccc1NC(=O)CN(C)S(=O)(=O)c1ccc(C)cc1	-8	0	-3	-6	0.1	10	-5	7	-3
COc1ccc2cc(CN(Cc3cccs3)Cc3nnnn3Cc3ccccc3)c(=O)[nH]c2c1	19	2	2	7	9.6	-10	5	3	9
Cc1onc(-c2ccccc2Cl)c1C(=O)N1CCN(Cc2ccc3c(c2)OCO3)CC1	-1	1	-1	-2	0.9	4	0	7	-1
COc1cc(C(=O)NCC(c2ccccc2)N(C)C)ccc1OCC(=O)N1CCOCC1 (stereo not given)	4	0	0	5	-0.6	0	-2	6	-3
CSc1ccc(S(=O)(=O)NC2CC2)cc1	-41	1	-1	1	-1.7	4	2	-5	-5
Cc1nc(SCC(=O)Nc2cc(Cl)ccc2[N+](=O)[O-])nc(C)c1C	9	3	-2	2	-1.6	-1	-6	-4	0
CCOc1ccc(S(=O)(=O)N2CCCC(C(=O)N3CCOCC3)C2)cc1C (stereo not given)	5	3	2	-9	-2.1	-4	-7	2	-4
O=C(CN1CCOCC1)NC1C2CC3CC(C2)CC1C3 (stereo not given)	-4	2	2	-6	-1.7	7	-4	4	1
O=C(O)c1ccc(CSC2CCCCC2)cc1	-12	0	-5	-1	1.4	31	1	3	-1
COC(=O)C1=C(COc2ccc(F)cc2)NC(=O)NC1c1ccc(C)cc1C (stereo not given)	i	0	4	10	1.8	-2	3	12	1
Cc1ccc(Cn2c(=O)n(-c3ccccc3)c(=O)c3ccc(C(=O)NCc4ccco4)cc32)cc1	11	1	3	17	0.8	-19	11	4	2
O=C(/C=C\c1ccc2c(c1)OCO2)CC1(O)C(=O)Nc2ccccc21 (stereo not given)	31	4	0	3	2.4	4	1	7	-3
CCN(CCn1cccn1)C(=O)C1CCC(=O)N(CCN2CCOCC2)C1 (stereo not given)	-6	0	-2	1	0.8	5	-10	6	-3
CC/C(=C(/CC)c1ccc(O)cc1)c1ccc(O)cc1	18	0	6	2	2.2	7	3	-8	4
CC1CCC(NC(=O)CCN2C(=O)C3C4C=CC(C4)C3C2=O)CC1 (stereo not given)	2	1	-1	6	-0.5	-3	-2	3	0
Cc1csc(SCCn2c(N3CCOCC3)nc3c2c(=O)[nH]c(=O)n3C)n1	-5	0	5	7	-1.1	10	-5	7	-3
O=C(Nc1ccccc1)c1nnsc1S(=O)(=O)c1ccc(Cl)cc1	-4	0	-1	-10	0.8	3	13	-25	2
CCN1C(=O)C(CC(=O)Nc2c(C)cccc2C)Nc2cc(S(=O)(=O)N(C)C)ccc21 (stereo not given)	-17	0	2	-1	-0.5	10	-2	8	-6
O=C(COC(=O)c1cc(Cl)ccc1O)NCCNC(=O)COC(=O)c1cc(Cl)ccc1O	4	0	5	0	-1.2	-12	-1	-8	-2
Cc1ccccc1OCCC(=O)N1CCN(S(=O)(=O)c2ccc(F)cc2)CC1	3	4	-4	1	3.0	-8	0	12	-2
CSc1cccc(NC(=O)CN(C)S(=O)(=O)c2ccccc2)c1	-7	0	-3	-4	0.5	-6	-5	-3	1
CCOc1ccccc1NC(=O)C1=C(C)NC(=O)NC1c1cccs1 (stereo not given)	1	0	-3	5	-1.1	16	0	-6	-2
COC(=O)c1ccc(OC(=O)CCN2C(=O)C3C4c5ccccc5C(c5ccccc54)C3C2=O)cc1 (stereo not given)	-6	5	-21	-7	2.9	nt	9	3	0
Cc1ccc(N2CC(NC(=O)N3CCN(C(=O)c4ccco4)CC3)CC2=O)cc1 (stereo not given)	22	1	-2	-5	-1.4	3	-3	1	2
O=C(CSCc1ccccc1F)NCc1ccccc1	-8	0	0	-3	0.0	-284	-1	1	-3
CCOC(=O)c1ccc(N=Cc2nc3ccccc3n2C)cc1	4	0	1	4	-0.2	11	0	15	2
CCCc1cc(=O)[nH]c(SCC(=O)N2CCN(c3ccc(F)cc3)CC2)n1	6	1	-1	9	2.2	2	3	5	-2
O=[N+]([O-])c1ccc(Sc2cccc3cccnc23)c([N+](=O)[O-])c1	-2	0	1	-7	1.4	-11	6	-8	0
CCc1ccc(N2CN=c3s/c(=C\c4ccccc4)c(=O)n3C2)cc1	-4	2	0	-5	-0.7	22	2	-1	-1
CC(C)(C)C(=O)Nc1nc2cc3c(cc2s1)OCO3	3	2	4	-1	1.0	4	-12	4	0
COc1ccc(C(=O)Nc2ccccc2C(=O)N/N=C/c2ccccc2OC)cc1	-1	1	3	6	1.2	6	9	4	-3
COc1ccc2c(c1)c(CC(=O)Nc1cc(C)ccc1C)c(C)n2C(=O)c1ccc(Cl)cc1	1	0	-3	5	-0.2	8	10	2	-1

Only PP5 inh, PP1 counter and JMJD2C inh, for some of the entries so far:
molecule,PP5 inh,PP1 counter,JMJD2C inh
CCCc1cc(=O)[nH]c(SCC(=O)N2CCN(c3ccc(F)cc3)CC2)n1,2.2,-2,6
O=[N+]([O-])c1ccc(Sc2cccc3cccnc23)c([N+](=O)[O-])c1,1.4,0,-2
CCc1ccc(N2CN=c3s/c(=C\c4ccccc4)c(=O)n3C2)cc1,-0.7,-1,-4
CC(C)(C)C(=O)Nc1nc2cc3c(cc2s1)OCO3,1.0,0,3

Continuation.
SMILES	JMJD2C inh	GRK2 aptamer HTS	Fh CTSL1 inh	proCasp3 act	PP5 inh	VLA-4 inh	core dimer inh	proCasp7 act	PP1 counter
COCCN(C(=O)CSc1nnc2cc(C)c3ccccc3n12)c1c(N)n(Cc2ccccc2)c(=O)[nH]c1=O	4	7	-3	2	2.3	3	-3	6	-1
COC(=O)c1cccc(NC(=O)c2cc3ccccc3o2)c1	-2	0	0	-5	4.7	6	3	-12	1
Cc1c(O)ccc2c(=O)c(-c3nncn3-c3ccccc3)coc12	-7	0	-2	5	-0.6	-10	1	-1	7
O=C(O)c1cc(S(=O)(=O)N2CCCC2)ccc1Br	-1	0	-2	0	0.9	5	-4	-6	1
O=S(=O)(c1ccc2c(c1)CCCN2)N1CCCC1	5	0	nt	15	-0.9	-3	nt	9	-5
OCCCc1nc2ccccc2n1CCOc1ccccc1	-4	2	-2	1	0.2	-1	-11	8	-2
CO/N=C/C1C(=O)NN=C1c1ccccc1 (stereo not given)	-5	0	2	4	0.7	2	0	1	4
CCN(C(=O)CCN1C(=O)c2ccccc2C1=O)C1CCCCC1	-4	0	2	6	-0.7	10	3	7	-1
O=C(CCCn1c(=S)[nH]c2cc3c(cc2c1=O)OCO3)N1CCN(c2ccc(Cl)cc2)CC1	-15	0	0	8	5.9	-10	44	-11	-6
COC(=O)C1=C(CCc2ccccc2)NC(=O)NC1c1ccc(Br)cc1 (stereo not given)	-29	1	2	3	5.4	-14	-8	12	7
Cc1c(NC(=O)C(C)Sc2nnc(-c3ccccc3)o2)c(=O)n(-c2ccccc2)n1C (stereo not given)	9	2	-4	8	0.9	-6	-12	3	1
O=C(CSc1nnc(-c2ccc(F)cc2)o1)N1CCN(C(=O)c2ccco2)CC1	-23	20	-4	17	-0.7	5	-3	2	-3
Cc1ccc(C(=O)Nc2cccc(S(=O)(=O)N3CCCCC3)c2)cc1[N+](=O)[O-]	1	0	nt	-8	6.5	9	nt	-4	4
Cc1cccc(OCC(=O)N(Cc2cccs2)C2CCS(=O)(=O)C2)c1C (stereo not given)	-2	8	1	4	1.7	-17	-3	4	3
Cc1ccc(S(=O)(=O)N=S(CC2CC2(Cl)Cl)CC2CC2(Cl)Cl)cc1 (stereo not given)	-24	0	0	7	1.1	-15	-2	-1	-4
Cc1cc(C)c(S(=O)(=O)N2CCCOC2CNC(=O)C(=O)NCc2cccs2)c(C)c1 (stereo not given)	4	1	7	4	-1.0	8	3	-5	-3
COCC(=O)N1CCC(Oc2ccc(C(=O)N[C@H](C(=O)OC)C(C)C)cc2)CC1	-8	3	-2	1	3.2	12	-5	-1	-4
O=C(COc1ccc(Br)cc1)Nc1ccc(N2CCOCC2)cc1N1CCOCC1	13	0	nt	4	2.0	-3	nt	5	-3
Cc1ccccc1C(=O)N1CCC(C(=O)OCc2nc(N)nc(Nc3ccccc3)n2)CC1	18	4	nt	11	0.1	4	nt	2	0
Cc1cccc(NC(=O)c2nc[nH]c2C(=O)NCc2ccccc2)c1	9	0	nt	3	5.3	25	nt	2	1
Nc1cccc(-c2cc(-c3ccccc3)nc(-c3cccc(N)c3)n2)c1	-12	0	0	7	6.7	10	-4	7	3
COc1cc(C#N)c(NC(=O)CN2CCN(CCO)CC2)cc1OC	51	2	-6	-4	-0.5	7	2	3	1
O=C(O)c1cccc(-n2nnnc2SCc2ccccc2Cl)c1	14	0	-1	-1	-1.7	15	2	-4	1
COC(=O)C1=C(C)N(Cc2ccccc2)C(=NCCc2ccccn2)N[C@H]1c1cccc(C(F)(F)F)c1	-6	0	nt	-1	nt	28	nt	-1	nt

Compound activity from PubChem BioAssay.
